# HDAC3 inh – HDAC3 deacetylase inhibitors, primary screen, biochemical, fluorescence, cell-free homogeneous | Histone deacetylase 3 (Homo sapiens), O15379 | recombinant HDAC3, fluorogenic peptide/trypsin coupled | inhibition, % at 8.3 µM | hit rate 0.15% among 320,000 | AID 2718, 2010; in the data active means inhibition above about 26%, passing the limit was not always enough; inconclusive means no clear call, values can overlap the other calls
# Target sequence (O15379 whole entry, looked up): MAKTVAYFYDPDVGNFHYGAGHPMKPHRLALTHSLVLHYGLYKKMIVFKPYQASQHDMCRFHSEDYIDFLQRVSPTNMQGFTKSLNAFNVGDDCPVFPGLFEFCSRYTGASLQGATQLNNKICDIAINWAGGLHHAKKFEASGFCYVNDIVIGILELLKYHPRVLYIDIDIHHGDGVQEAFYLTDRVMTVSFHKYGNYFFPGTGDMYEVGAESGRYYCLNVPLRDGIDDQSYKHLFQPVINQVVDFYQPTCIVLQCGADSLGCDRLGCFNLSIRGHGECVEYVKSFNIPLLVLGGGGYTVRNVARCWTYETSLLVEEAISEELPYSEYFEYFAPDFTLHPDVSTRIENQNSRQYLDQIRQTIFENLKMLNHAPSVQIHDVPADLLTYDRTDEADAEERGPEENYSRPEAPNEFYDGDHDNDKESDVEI
# MrgX1 PAM – positive allosteric modulators of MrgX1, primary screen, HEK293 cells, Fluo-4 calcium flux. FDSS; active compounds read high. B-score at 10 µM. hit rate 0.63% among 310,000. AID 588675, 2011;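 active means plate-corrected calcium response at least 3 library SD above typical, normal starting fluorescence, not activating the receptor alone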;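 further: compound read alongside a low EC10 to EC30 dose of BAM8-22 agonist; peak minus trough fluorescence over baseline measured at the second addition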
# Target sequence (Q96LB2 whole entry, looked up): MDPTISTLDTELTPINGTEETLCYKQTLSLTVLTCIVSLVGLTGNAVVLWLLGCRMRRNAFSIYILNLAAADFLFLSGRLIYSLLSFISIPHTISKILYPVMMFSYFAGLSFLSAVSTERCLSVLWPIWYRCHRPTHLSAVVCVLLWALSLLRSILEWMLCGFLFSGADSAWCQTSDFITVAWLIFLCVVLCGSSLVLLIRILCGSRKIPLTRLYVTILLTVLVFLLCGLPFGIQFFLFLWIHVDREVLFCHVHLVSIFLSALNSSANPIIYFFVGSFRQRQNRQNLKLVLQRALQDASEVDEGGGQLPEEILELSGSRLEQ
# SKKanGAS inh – S. pyogenes SKKanGAS growth inhibitors in kanamycin, primary screen, streptokinase expression inhibitor project, SKKanGAS strain, BacTiter-Glo luminescence. 6 h. inhibition, % at 7.5 µM. hit rate 1.3% among 300,000. AID 1662, 2009;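 active means mean replicate score, as percent of positive control median, at least 50; inconclusive means mean below 50 but one replicate at or above 50; inactive means mean and every replicate below 50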;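 further: strain carries kanamycin resistance gene driven by streptokinase promoter and grows in 40 µg/ml kanamycin; loss of luminescence reflects streptokinase promoter inhibition or plain growth inhibition; 0% = median of DMSO wells and 100% = positive control at its reference dose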
# TRPC6 inh – mouse TRPC6 channel inhibitors, primary screen, cell-based, HEK293, membrane potential dye | hit rate 1.1% among 310,000 | B-score at 10 µM | ACh-evoked depolarization; active compounds read low;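 active means B-score under library mean minus 3 SD, initial fluorescence not abnormally high, positive integrated signal ratio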;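 further: B-score derived from integrated fluorescence ratio over the kinetic read; more negative B-score means stronger inhibition of depolarization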
# MrgX1 agonist – agonists of human MrgX1 receptor, primary screen, HEK293 cells, Fluo-4 calcium flux; hit rate 0.44% among 310,000; Fluo-4 calcium fluorescence, agonist mode; active compounds read high; Mas-related G-protein coupled receptor member X1 (Homo sapiens), Q96LB2; B-score at 10 µM;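 active means calcium response B-score plate-corrected fluorescence ratio at least 3 library SD, with starting fluorescence B-score inside 5 SD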
#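 Material: MrgX1-expressing HEK293 cells; input: 15,000 cells per well; doses: test compound given as first of three sequential additions; schedule: overnight plating before 1 h dye loading; technique: Fluo-4 NW calcium-flux fluorescence, kinetic read; evaluation: baseline-normalised fluorescence change ratio, B-scored; control set: plate-wise positive and negative controls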
# RGS4 act – RGS4 potentiators or activators, primary screen, cell-based, HEK293 M3R inducible RGS4, calcium flux; AID 463111, 2010; hit rate 0.92% among 310,000; B-score at 10 µM; carbachol calcium flux Fluo4; active compounds read low;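 active means B-score of the integrated calcium signal more than 4 SD below the library mean, with starting fluorescence not abnormally high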;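 further: negative B-score means reduced calcium response which marks RGS4 activation or potentiation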
#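 Test system: HEK293 cells with stable M3R and inducible RGS4; also added: carbachol at ECmax as muscarinic agonist stimulus; schedule: dye loading 30 min 37 °C, buffer rest 30 min RT; technique: kinetic calcium fluorescence imaging with Fluo4-AM dye, 2 µM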
# MrgX1 antagonist – antagonists of human MrgX1 receptor, primary screen, HEK293 cells, Fluo-4 calcium flux; BAM8-22 antagonism; active compounds read low; hit rate 1.3% among 310,000; Mas-related G-protein coupled receptor member X1 (Homo sapiens), Q96LB2; B-score at 10 µM;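 active means calcium-response B-score plate-corrected more than 3 library SD below zero, starting fluorescence within 5 deviations, no agonist response on first addition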;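 further: peak minus trough fluorescence over baseline after final BAM8-22 challenge near maximal dose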
# TRPC6 act – mouse TRPC6 channel activators, primary screen, cell-based, HEK293, membrane potential dye | Short transient receptor potential channel 6 (Mus musculus), Q61143 | HEK293-TRPC6 membrane potential dye fluorescence; active compounds read high | B-score at 10 µM | hit rate 0.13% among 310,000 | AID 2550, 2010;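 active means B-score of the integrated fluorescence ratio above library mean plus 3 SD, and starting fluorescence ratio within library mean plus 5 SD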;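 further: higher score means more depolarization so channel activation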
# TMEM16A act – TMEM16A chloride channel activators or potentiators, primary screen, cell-based, HTS; Anoctamin-1 (Mus musculus), Q8BHY3; HEK293 TMEM16A/YFP-H148Q/I152L, iodide quench fluorescence; active compounds read low; B-score at 10 µM; hit rate 0.3% among 340,000;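 active means fluorescence-ratio B-score plate-corrected deviation score at least 3 library SD below zero, with starting fluorescence score within 5 deviations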;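 further: channel opened by trigger with iodide after compound preincubation; score built on the fluorescence ratio of max minus min over baseline; more negative score means more quench and so TMEM16A activation or potentiation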
# TMEM16A inh – TMEM16A chloride channel inhibitors, primary screen, cell-based, HTS | hit rate 1.2% among 310,000 | normalized B-score (activity score, 25-100; higher = stronger inhibition) at 10 µM | HEK293 TMEM16A/YFP iodide influx fluorescence, ionomycin | Anoctamin-1 (Mus musculus), Q8BHY3;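 active means ratio plate-corrected score three or more library SD toward inhibition, starting fluorescence score within five deviations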;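 further: score derived from kinetic fluorescence span divided by baseline fluorescence per well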
# RGS4 block – RGS4 inhibitors, primary screen, cell-based, HEK293 M3R inducible RGS4, calcium flux. B-score at 10 µM. hit rate 0.45% among 310,000. Regulator of G-protein signaling 4 (Homo sapiens), P49798. Fluo-4 calcium flux; active compounds read high; triggered by carbachol at its EC20;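 active means B-score, a plate-corrected calcium signal, over three deviations above library mean, with baseline fluorescence within five deviations of library mean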;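 further: RGS4 expression induced by doxycycline in cells with stable M3 receptor; B-score is computed from the integrated fluorescence ratio over baseline after carbachol; higher B-score means a larger calcium signal and so more RGS4 inhibition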
# Target sequence (P49798 whole entry, looked up): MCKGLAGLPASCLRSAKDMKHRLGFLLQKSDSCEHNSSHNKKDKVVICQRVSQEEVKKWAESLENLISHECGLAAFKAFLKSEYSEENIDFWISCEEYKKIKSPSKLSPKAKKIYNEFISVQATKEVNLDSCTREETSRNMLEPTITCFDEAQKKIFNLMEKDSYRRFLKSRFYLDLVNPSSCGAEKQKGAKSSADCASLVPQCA
# Numbers without * were called inactive; i = inactive; u = inconclusive; x = not tested or not shown.
SMILES,HDAC3 inh,MrgX1 PAM,SKKanGAS inh,TRPC6 inh,MrgX1 agonist,RGS4 act,MrgX1 antagonist,TRPC6 act,TMEM16A act,TMEM16A inh,RGS4 block
N#CCN1CCC2(O)CCCCC2C1c1ccc2c(c1)OCO2 (centres undefined),0,i,4,i,i,i,i,i,i,i,i
Cc1ccccc1N1C(=O)Cc2ccccc2C1=O,-10,i,-1,i,i,i,i,i,i,i,i
CCOC(=O)c1cnc2c(C#N)c(C)nn2c1C,-8,i,-2,i,i,i,i,i,-23*,i,i
C=CCn1c(SCC(N)=O)nnc1-c1cc2c(s1)CCC(CC)C2 (centres undefined),-3,i,1,i,i,i,i,i,i,i,i
CCNS(=O)(=O)c1ccc(NC(=O)c2ccc(Cn3cc([N+](=O)[O-])cn3)o2)cc1,0,i,4,i,i,i,i,i,i,i,i
CC(C)C(=O)Nc1ccccc1Cc1ccccc1,0,i,-2,i,i,i,i,i,i,i,i
CCn1c(COc2ccccc2C)nnc1SCC(=O)CC(=O)Nc1ccccc1OC,-3,i,29,i,i,i,i,i,i,i,i
O=C(c1ccco1)c1cn(CC(=O)N2CCCc3ccccc32)c2ccccc12,8,i,8,i,i,i,i,i,i,i,i
C[C@@H]1CC[C@]2(O[C@H](CCO)C[C@H](O)[C@H]2O)O1,-5,i,0,i,i,i,i,i,i,i,i
CCOC(=O)CCCNC(=O)CSc1nc2ccc(OCC)cc2[nH]1,-2,i,0,i,i,i,i,i,i,i,i
COc1ccc(C(CCNCc2ccc(OC)c(OC)c2)c2ccc(F)cc2)cc1 (centres undefined),3,i,0,i,i,i,i,i,i,i,i
COc1ccc(OC)c(-c2csc(NC(=O)C3c4ccccc4Oc4ccccc43)n2)c1,-4,i,10,i,i,i,i,i,i,i,i
O=C(COC(=O)C1CCC1)NC(=O)c1ccccc1,1,i,0,i,i,i,i,i,i,i,i
COc1ccc(CCNC(=O)c2ccccc2SC)cc1,3,i,5,i,i,i,i,i,i,i,i
CCn1cc(/C=C(\NC(=O)c2ccc(OC)c(OC)c2)C(=O)NCCN2CCOCC2)c2ccccc21,u,i,2,i,i,i,i,i,i,i,i
Cc1nc2ccccc2nc1CSc1nncs1,2,i,-3,i,i,i,i,i,i,i,i
O=C(CSc1nc(-c2ccccc2)c(-c2ccccc2)[nH]1)Nc1nccs1,-14,i,7,i,i,i,i,i,i,i,i
COCCCn1c(=O)c2ccccc2n(CC(=O)NCCC2=CCCCC2)c1=O,2,i,-2,i,i,i,i,i,i,i,i
c1ccc(CNc2nc(-c3cccs3)nc3ccccc23)nc1,-5,i,16,i,i,i,i,i,i,i,i
COc1cccc(CNC(C)(C)CO)c1OCc1ccc(Cl)cc1,5,i,-16,i,i,i,i,i,i,i,i
C=CCOC(=O)C1C(=O)CC(C)(O)C(C(=O)OCC=C)C1c1ccc(OC)cc1 (centres undefined),1,i,2,x,i,x,i,x,i,i,x
Cc1ccccc1-n1c(SCC(=O)N2CCOCC2)nc(O)c(Cc2ccccc2)c1=O,5,i,-2,i,i,i,i,i,i,i,i
O=Cc1c(OCc2ccccc2)ccc2ccccc12,5,i,25,i,i,i,i,i,i,i,i
CCOC(=O)c1c(C)[nH]sc1=S,x,x,0,i,x,i,x,i,i,x,i
COc1cc(OC)cc(-c2nnc(SCC(=O)N3CCOCC3)o2)c1,1,i,1,i,i,i,i,i,i,i,i

# Further compounds follow.
SMILES,HDAC3 inh,MrgX1 PAM,SKKanGAS inh,TRPC6 inh,MrgX1 agonist,RGS4 act,MrgX1 antagonist,TRPC6 act,TMEM16A act,TMEM16A inh,RGS4 block
NS(=O)(=O)c1ccc(NC(=O)CCC2CCCCC2)cc1,-2,i,-5,i,i,i,i,i,i,i,i
CC(C)(C)[C@@H]1C=C(C(N)=O)O[C@H](OCc2ccc(CO)cc2)C1,-2,i,-2,i,i,i,i,i,i,i,i
O=c1[nH]c2cc3c(cc2cc1C(c1nnnn1Cc1ccccc1)N1CCN2CCCC2C1)OCCO3 (centres undefined),x,i,-6,i,i,i,i,i,i,i,i
CCCCNC(=O)CSc1nc2ccccc2n1S(=O)(=O)c1ccc(Br)cc1,0,i,-10,i,i,i,i,i,i,i,i
CCOC(=O)[C@@H]1[C@H]2COc3cc(OC)ccc3[C@H]2N2C(=O)N(c3cccc(Cl)c3)C(=O)[C@]12C,16,i,8,i,i,i,i,i,i,i,i
C=CC(COCc1ccccc1)N(C(=O)OC(C)(C)C)S(=O)(=O)c1ccccc1Br (centres undefined),-2,i,7,i,i,i,i,i,i,i,i
O=C(Nc1cccc(NC(=O)c2ccco2)c1)c1cccc(Br)c1,4,i,3,i,i,i,i,i,i,i,i
COc1cccc(CNC(=O)CCn2c(=O)oc3ccccc32)c1,-1,i,-3,i,i,i,i,i,i,i,i
COc1cc(/C=C(\C#N)C(=O)Nc2ccccc2)ccc1OCCN1CCOCC1,4,i,2,i,i,i,i,i,i,i,i
CC(NC(=O)C1CC1)C(c1cccs1)N1CCN(c2ccccc2)CC1 (centres undefined),-2,i,-3,i,i,i,i,i,i,i,i
Cc1[nH]c2ccccc2c1C(=O)C(=O)NCCCn1ccnc1,0,i,-4,i,i,i,i,i,i,i,i
COc1ccc(N2C(=O)CS(=O)C(c3ccccc3)C2=O)cc1 (centres undefined),0,i,3,i,i,i,i,i,i,i,i
CC(=O)c1ccc(C(=O)N2CCC(CO)(Cc3cccc(C(F)(F)F)c3)CC2)cc1,4,i,-5,i,i,i,i,i,i,100*,i
CCCCOC(=O)CCn1[nH]c(=O)c2ccccc2c1=O,7,i,5,i,i,i,i,i,i,i,i
CCc1noc(C)c1C(=O)N1CCCC1,-4,i,0,i,i,i,-4.7*,i,i,i,i
COc1ccc(-c2nnc3sc(-c4cccs4)nn23)cc1OC,-2,i,12,i,i,i,i,i,i,i,i
O=C(CSc1nnc(Cc2ccsc2)o1)c1ccccc1,-8,i,0,i,i,i,i,i,i,i,i
CCOC(=O)c1c(C#N)cnn1-c1ccc(C)cc1,2,i,2,i,i,i,i,i,i,i,i
Cc1ccccc1OCCCC(=O)Nc1ccc2c(c1)OCO2,7,i,0,i,i,i,i,i,i,i,i
CCOc1ccc(CN2CCC(C(=O)N3CCN(c4ccccc4F)CC3)CC2)cc1OC,-12,i,12,i,i,i,i,i,i,i,i
Cc1ccc(C(=O)CCC(=O)NN2C(=O)NC3(CCCCC3)C2=O)cc1,2,i,1,i,i,i,i,i,i,i,i
CCOc1cc(CNCC(O)c2ccccc2)cc(Cl)c1OC (centres undefined),-5,i,-9,i,i,i,i,i,i,i,i
COc1ccccc1C1CC(c2cccc(NS(C)(=O)=O)c2)=NN1S(=O)(=O)c1ccccc1 (centres undefined),1,i,13,i,i,i,i,i,-5*,i,i
COc1ccc(-c2cnc(N)nc2-c2ccc(OC)cc2)cc1,2,i,8,i,i,i,i,i,i,i,i
Cc1cc(C)cc(NC(=O)NNC(=O)c2cc3occc3[nH]2)c1,-5,i,-1,i,i,i,i,i,i,i,i

# Continued:
SMILES,HDAC3 inh,MrgX1 PAM,SKKanGAS inh,TRPC6 inh,MrgX1 agonist,RGS4 act,MrgX1 antagonist,TRPC6 act,TMEM16A act,TMEM16A inh,RGS4 block
Cc1ccc(-n2c(Cc3cccc4ccccc34)n[nH]c2=S)c(C)c1,12,i,1,i,i,i,i,i,i,i,i
COc1ccc(CCNC(=O)c2nnc(Cc3c(F)cccc3Cl)o2)cc1OC,5,i,1,i,i,i,i,i,i,i,i
O=C(c1cc2ccccc2oc1=O)N(c1ccc(Cl)cc1)C1C=CS(=O)(=O)C1 (centres undefined),3,i,-6,i,i,i,i,i,i,i,i
COc1ccc(OCC(O)CNC(=O)c2ccc(C)cc2)cc1 (centres undefined),2,i,-1,i,i,i,i,i,i,i,i
CCCCC1CCC(C(=O)N2CCOCC2)CC1 (centres undefined),-14,i,-12,i,i,i,i,i,i,i,i
COCCNC(=O)c1ccccc1NC(=O)c1ccc(OC)c(OC)c1,9,i,-1,i,i,i,i,i,i,i,i
Cc1cccc(NC(=S)N2CCN(Cc3ccccc3)CC2)c1C,x,i,-4,i,i,i,i,i,i,i,i
CCCC(=O)Nc1cc(-c2nn(C)c(=O)c3ccccc23)ccc1N1CCCCC1,8,i,-2,i,i,i,i,i,i,i,i
C#CCCOC(=O)N1C2=NC(C(=O)OC)=C(C(=O)OC)[C@@H]3N(Cc4ccccc4)c4ccccc4[C@]23C[C@H]1C(=O)OC,11,i,5,i,i,i,i,i,i,i,i
Cc1n[nH]c(C)c1CCCCOc1ccccc1[N+](=O)[O-],1,i,43,i,i,i,i,i,i,i,i
OCC[C@@H]1C[C@H](O)[C@@H](O)[C@]2(OCc3ccccc32)O1,4,i,-1,i,i,i,i,i,i,i,i
COc1cc(C(=O)NCc2nnc(SCC(=O)Nc3nccs3)o2)cc(OC)c1OC,0,i,-6,i,i,i,i,i,i,i,i
O=C(c1ccc([N+](=O)[O-])cc1)N(c1ccccn1)c1ccccn1,2,i,-2,i,i,i,i,i,i,i,i
O=C(NCc1ccco1)c1ccc2c(=O)n(-c3ccccc3)c(=O)n(Cc3cccc(F)c3)c2c1,7,i,1,i,i,i,i,i,i,i,i
Cc1ccc(Cl)c2c1NC(=O)C2(O)CC(=O)c1ccc(F)cc1 (centres undefined),1,i,-1,i,i,i,i,i,i,i,i
O=C(Cc1ccc(Br)cc1)Nc1cccc(Cl)c1,6,i,-5,i,i,i,i,i,i,i,i
O=C(NCc1ccco1)c1ccc(Cn2c(=O)c3ccccc3n(Cc3cccc(Cl)c3)c2=O)cc1,-4,i,14,i,i,i,i,i,i,i,i
Cn1c(CN2CCCC2)nc2cc(NC(=O)c3cccs3)ccc21,0,i,4,i,i,i,i,i,i,i,i

# This is a random part of the collection; 6.7% or so of the library scored in one or more.
